HT1080 IDH1KD tx = HT-1080 IDH1 knockdown cell toxicity (counter line); Potency, µM (series often up to 46.1 µM), without a hit: at the highest dose activity, negative = toxicity, hits mostly cytotoxic; hit rate 2% among 360,000; AID 686971; HT-1080 IDH1 knockdown viability, ATP luminescence, 48 h;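 further: potency means the concentration at half of the fitted maximal effect; 0% = DMSO wells and -100% = cell-free medium wells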
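Assay cells: HT-1080 with IDH1 knockdown, 750 per well, RPMI/5% FBS. Exposure: 48 h at 37 °C following 2 h pre-incubation. Read: CellTiter-Glo luminescence; fitted concentration-response, curve class assigned.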
SW480 rerep = induces DNA re-replication in SW480 colon adenocarcinoma cells | SW480 DNA re-replication, Hoechst DNA content imaging, 48 h | Potency, µM (top dose mostly 46.1 µM), for the others: at the top dose re-replication activation, usual class: activators | hit rate 1.8% among 340,000; further: potency means the concentration at half of the fitted maximal effect; % of control where 0% means no effect; nearly all actives have a fitted effect of over 55% in size
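Quantitative HTS format with DMSO vehicle controls; 48 hr drug incubation at 37 C, then 40 min Hoechst staining and scanning imager measurement at 405 nm excitation.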
IL-1B inflam inh = inhibitors of inflammasome signaling (IL-1 beta secretion). activity change, % at 57.5 µM. hit rate 4.7% among 360,000. THP-1 LPS/ATP IL-1B secretion, AlphaLISA, 16 h; active compounds read low; in the data active means activity change below about -50%; inconclusive means mostly about -30% to -49%; further: on the % scale 0 is the no-effect control and ±100 the full control effect
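Secreted IL-1B measured by AlphaLISA bead assay after 16 h compound exposure of THP-1 cells; compounds (final up to 57.5 uM) added 1 h before LPS (250 ng/mL) and ATP (1.25 mM) stimulation; lower signal means less secretion.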
MCF10A rerep = DNA re-replication induction in MCF 10a cells; AID 624296; Potency, µM (series often up to 46.1 µM), inactives show top-dose activity, positive = re-replication, usual class: activators; hit rate 2.9% among 350,000; MCF 10A DNA re-replication, Hoechst nuclear intensity, 48 h; further: potency means the concentration at half of the fitted maximal effect; % of control where 0% means no effect; nearly all actives have a fitted effect of over 50% in size
HepG2 tox = kills HepG2 cells in TGF-b inhibitor counter-screen | HepG2 CAGA-GFP viability, ATP luminescence, 18 h | Potency, µM (titrated, usually from 46.1 µM), for inactives: top-dose activity change, negative = cytotoxicity, hits mostly cytotoxic | hit rate 0.76% among 410,000; further: potency means the concentration at half of the fitted maximal effect; some results filed as inactive show a strong effect at the top dose
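CellTiter-Glo luminescence gave cytotoxicity after 18 hours at 37 degrees C. The cells were HepG2 CAGA-GFP in 1% FBS DMEM, stimulated with 500 pg/mL TGF-beta after compound addition. %Activity was normalised to no-cell wells (complete cell-killing) and DMSO (no toxicity), and curves were fitted and classified.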
ATXN2 expr inh = inhibitors of ATXN2 expression | HEK-293 ATXN2-luciferase reporter, luminescence, 24 h | Potency, µM (top dose mostly 57 µM), for the others: at the highest dose activity change, negative = inhibition, actives largely listed as inhibitors | hit rate 0.72% among 360,000; further: potency means the concentration at half of the fitted maximal effect; on the % scale 0 is the no-effect control and ±100 the full control effect; nearly all actives have a fitted effect of over 55% in size
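ATXN2-luciferase reporter cells (luciferase flanked by upstream and downstream ATXN2 gene portions) were treated 24 h at 37 °C with compounds at up to 57 uM. SteadyGlo luminescence gave expression; GF-AFC fluorescence gave viability.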
HT1080NT lethal = kills 2HG-producing HT-1080-NT fibrosarcoma cells | Potency, µM (doses to about 46.1 µM), inactives show top-dose activity, negative = less viability, usual class: cytotoxic | AID 686970 | hit rate 1.6% among 360,000 | HT-1080-NT fibrosarcoma viability, CellTiter-Glo ATP luminescence, 48 h;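 further: NT is the 2HG producing partner of a matched IDH1 knockdown line; potency means the concentration at half of the fitted maximal effect; 0% = DMSO-treated cells and -100% = media-only wells without cells; nearly all actives have a fitted effect of over 55% in size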
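750 cells/well, RPMI + 5% FBS; 2 h settle, compound pin-transfer, 48 h at 37 degrees C. CellTiter-Glo 10 min RT, luminescence. Normalized to DMSO and media-only wells.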
S2 tox = cell viability loss in ATXN counter-screen | Potency, µM (top dose mostly 56.7 µM), most hits filed as cytotoxic | S2 cells (HEK-293 line with an ATXN2-luciferase reporter) viability, CellTiter-Fluor protease fluorescence, 24 h | hit rate 0.49% among 400,000; further: potency means the concentration at half of the fitted maximal effect; nearly all actives have a fitted effect of over 40% in size
KB-3-1 tox = KB-3-1 parental cell cytotoxicity; KB-3-1 viability, CellTiter-Glo ATP luminescence, 72 h; Potency, µM (highest dose often 46.1 µM), for the others: at the top dose activity change, negative = cytotoxic, most hits filed as cytotoxic; hit rate 1.4% among 400,000; AID 1347075; further: potency means the concentration at half of the fitted maximal effect; on the % scale 0 is the no-effect control and ±100 the full control effect; nearly all actives have a fitted effect of over 60% in size
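Luminescent ATP read-out (CellTiter-Glo) measures survival of drug-naive KB-3-1 cells after 72 h compound exposure at 37 °C. Titration series was screened from lowest to highest concentration, with DMSO vehicle plates as background controls.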
* hit, by the source's call; i = inactive; u = inconclusive; x = no result given; [ ] = another dose, or the depositor's remark. Unless noted, the call rests on the fitted dose curve; in most records, active means well fitted curve in the direction sought with a large enough effect; inconclusive means small, poorly fitted or top-dose-only effect, or another doubt; inactive means no such curve, though single readings can be large; an effect the other way counts as inactive or inconclusive.

SMILES	HT1080 IDH1KD tx	SW480 rerep	IL-1B inflam inh	MCF10A rerep	HepG2 tox	ATXN2 expr inh	HT1080NT lethal	S2 tox	KB-3-1 tox
Cc1cccc(OC(=O)CN2C(=O)C3C4CCC(C4)C3C2=O)c1C (stereo unspecified)	u	-1%	-2	-5%	3%	-16%	8%[9.24 µM]	i	7%
O=C(OCC(=O)c1ccc[nH]1)c1ccc(Br)cc1	-1%	14%	0	2%	-17%	-5%	-3%[9.24 µM]	i	-10%
N#Cc1cccc(NC(=S)Nc2ccccc2)c1	15%	-1%	19	-1%	-4%	14%	9%	i	-1%
COc1ccc(CCN2C(=O)CC(C(N)=O)SC2=Nc2ccccc2)cc1 (stereo unspecified)	-3%	u	x	-17%	-15%	-10%	2%	x	16%
O=C(NCC1CCCO1)C(=O)NCC(c1ccco1)N1CCN(c2ccccc2F)CC1 (stereo unspecified)	8%	1%	38	-1%	-21%	8%	0%	i	6%
CCOC(=O)c1[nH]c2cc(OC)c(OC)cc2c1NC(=O)CN(C)C1CCCCC1	u	0%	-15	10%	-34%	2%	2%	i	u
COc1ccccc1N1CCN(S(=O)(=O)c2c(C(=O)N3CCOCC3)c(C)n(C)c2C)CC1	4%	-6%	-9	u	3%	11%	6%	i	-2%
Cc1ccc(-c2nc3cc(N)ccc3o2)cc1Br	-2%	u	-8	24%	-24%	44%[activator]	2%	i	-7%
O=C(CCN1CCN(c2ccccc2F)CC1)Nc1ccccc1F	-3%	2%	-1	7%	-24%	18%	-5%	i	-9%
O=C1CCC(=O)N1c1ccc(CSc2nc3ccccc3[nH]2)cc1	5%	-1%	53	4%	-2%	24%	-1%	i	11%
NC(=O)COC(=O)c1ccc(Cl)c(S(=O)(=O)N2CCCCCC2)c1	-1%	u	19	15%	0%	2%	-8%	i	1%
CCCCSc1nnc(-c2ccc(C)cc2)o1	-3%	3%	0	-6%	29%	57%[activator]	16%	i	-3%
CCCCC(=O)NS(=O)(=O)c1ccc(N=NN2CCOCC2)cc1	14%	-12%	16	-1%	15%	-21%	24%	i	-2%
O=C(Nc1ccnn1C1CCN(Cc2ccc(CO)o2)CC1)c1ccccc1	0%	-5%	21	3%	-1%	-7%	-11%	i	-2%
CCNC(=O)CC1C(=O)N(c2ccc(C)cc2)C(=O)N1CCc1sccc1C (stereo unspecified)	-2%	-13%	10	u	-21%	-26%	-6%	i	0%
COc1ccc(-n2nnnc2SCC(=O)c2cc3ccccc3o2)cc1	-17%	-2%	-4	u	-22%	-5%	-7%	i	u
O=C1c2ccccc2C(=O)c2c1cccc2N1CCN(CCO)CC1	u	-4%	-59*	-1%	-16%	u	1%[9.24 µM]	u	1%
COc1ccc(NC(=O)O/N=C/c2ccc(N(C)C)cc2)cc1	u	6%	-29	u	-24%	35%	-3%	i	-8%
CC(C)=C1C2CCC1C1C(=O)N(c3nc(-c4ccccc4)c(C)s3)C(=O)C21 (stereo unspecified)	4%	21%	5	u	-28%	2%	1%	i	-3%
Cc1cccc(NC(=O)Cc2noc3ccccc23)c1C	2%	-5%	-9	-2%	-2%	6%	7%	i	4%

2 records picked at random from those above:
SMILES	HT1080 IDH1KD tx	SW480 rerep	IL-1B inflam inh	MCF10A rerep	HepG2 tox	ATXN2 expr inh	HT1080NT lethal	S2 tox	KB-3-1 tox
O=C(NCC1CCCO1)C(=O)NCC(c1ccco1)N1CCN(c2ccccc2F)CC1 (stereo unspecified)	8%	1%	38	-1%	-21%	8%	0%	i	6%
O=C(Nc1ccnn1C1CCN(Cc2ccc(CO)o2)CC1)c1ccccc1	0%	-5%	21	3%	-1%	-7%	-11%	i	-2%

(list continues)
SMILES	HT1080 IDH1KD tx	SW480 rerep	IL-1B inflam inh	MCF10A rerep	HepG2 tox	ATXN2 expr inh	HT1080NT lethal	S2 tox	KB-3-1 tox
O=C(NCc1ccccc1)C1CCCN1C(=O)Nc1ccccc1[N+](=O)[O-] (stereo unspecified)	3%	-70%[inhibitor]	0	-4%	-2%	-3%	-9%	i	-11%
C=Cc1ccc(Cn2c(C)c(C(=O)NCc3ccc4c(c3)OCCO4)sc2=O)cc1	-14%	x	-5	x	-4%	-28%	-8%	i	u
Cc1nc2cccc(C(=O)NC3CCCCC3)c2o1	5%	-2%	-19	7%	-18%	3%	0%	i	u
Cc1ccn2c(c1)nc(=O)c1cc(S(=O)(=O)N3CCC(C)CC3)c(Cl)cc12	x	x	x	x	-1%	-2%	x	i	14%
CCOC1=C2[C@H](c3ccccc3Cl)N(S(=O)(=O)c3ccc(C)cc3)C[C@H]2C(C#N)(C#N)C(C#N)(C#N)C1	-1%	x	u	x	-41%	8%	-1%	i	0%
O=C(CCS(=O)(=O)Cc1ccccc1)NCC1CCCO1 (stereo unspecified)	14%	-10%	12	13%	2%	-5%	5%	i	5%
O=C(c1cn(-c2ccccc2)nc1-c1cc2ccccc2oc1=O)N1CCOCC1	-12%	26%	-8	-19%	7%	-4%	-1%	i	16%
O=c1c2c(nc3cc(-c4ccccc4Cl)[nH]n13)CCS2	-9%	u	10	18%	-11%	-4%	6%	i	-16%
CSc1cc(C)[nH]c(=O)n1	1%	-16%	9	-8%	1%	8%	4%	i	-5%
O=C(CONS(=O)(=O)c1ccc(Cl)cc1)NCCNc1ncc(C(F)(F)F)cc1Cl	u	18%	-55*	9%	-48%	0%	u	i	-8%
COC(=O)C1CCN(C(=O)COC(=O)CNC(=O)c2ccc(Cl)cc2Cl)CC1	0%	0%	19	2%	-19%	x	-2%	i	0%
CCOC(=O)C1=C(COC(=O)CNC(=O)c2cc(OC)c(OC)c(OC)c2)NC(=O)NC1C (stereo unspecified)	-2%	-55%[inhibitor]	17	-6%	9%	2%	-6%	i	-2%
C#Cc1ccc([C@H]2C=C(C(=O)O)O[C@@H](OCc3ccc(CO)cc3)C2)cc1	8%	17%	-11	1%	-19%	7%	7%	i	0%
Cc1ccc(-c2noc(CCC(=O)Nc3cccc(C#N)c3)n2)cc1	-26%	-1%	-5	-3%	-11%	-5%	-27%	i	-1%
CC(=O)Nc1ccc2oc(-c3ccccc3)nc2c1	0%	-34%[inhibitor]	u	-4%	-9%	21%	8%	u	18%
CC1=NN(C(N)=S)C(=O)C1N=Nc1ccc([N+](=O)[O-])cc1 (stereo unspecified)	-7%	u	6	u	5%	24%	5%	i	-1%
CCOc1cc(CNC2CCCC2)ccc1OCc1ccccc1Cl	-15%	117%	-89*	u	-92%	x	12%	u	u
CN(C)S(=O)(=O)c1ccc(N2CCCC2)c(C(=O)NCC2CCCO2)c1 (stereo unspecified)	3%	-9%	4	1%	1%	1%	2%	i	14%
CC(CNC(=O)CCc1nnc2ccc(N3CCC4(CC3)OCCO4)nn12)c1ccccc1 (stereo unspecified)	11%	-17%	7	1%	7%	2%	2%	i	28%
Nc1c(O)ccc2c1C(=O)c1ccccc1C2=O	-28%	x	-28	0%	-50%	7%	u	u	9%
Cc1ccc(C=C2C=C(c3ccccc3)OC2=O)cc1	8%	x	-19	x	1%	x	-1%	i	-10%
Cc1cc(OCC(=O)Nn2cnnc2)c(C)cc1Br	-3%	-2%	-16	-2%	-6%	-1%	-1%	i	-1%
O=C(Nc1ccc(Cl)c(S(=O)(=O)N2CCCCC2)c1)c1ccco1	-6%	-10%	-15	1%	-63%	-24%	0%	i	-59%
COc1ccc2[nH]c3c(c2c1)CCN1C(=O)C(CC(=O)NCCC2=CCCCC2)C[C@H](C(=O)N2CCOCC2)[C@@]31C (stereo partly specified)	-1%	6%	-13	32%	0%	0%	-1%	i	7%
O=[N+]([O-])c1ccc(Sc2ccc(Cl)c(Cl)c2)nc1	-4%	17%	-58*	15µM*	-17%	u	2%	i	1%
O=C(NN1CC(=O)N(c2cc(Cl)cc(Cl)c2)CC1=O)c1sccc1Cl	7%	-11%	-12	0%	-5%	x	12%	i	0%
O=C(CC[C@H]1O[C@@H](n2ccc(=O)[nH]c2=O)[C@H](O)[C@@H]1O)N[C@H](Cc1ccccc1)C(=O)NC1CCCCC1	6%	x	20	x	5%	15%	u	i	0%
COc1ccccc1NC(=O)c1oc2ccccc2c1NC(=O)C1CC1	u	-10%	0	u	-36%	5%	-30%	i	u
O=C1/C(=C/c2ccc([N+](=O)[O-])cc2)Oc2cc(O)ccc21	-16%	7%	-1	23%	-25%	-3%	-25%	u	-9%
CCN(CC)CCCN(Cc1cc2cc3c(cc2[nH]c1=O)OCO3)C(=S)Nc1ccccc1OC	-10%	-72%[inhibitor]	-29	6%	-14%	-9%	-15%	i	-2%
CCN(CCNC(=O)C1CCN(S(=O)(=O)c2c(C)noc2C)CC1)c1ccccc1	-1%	-5%	5	u	-10%	-10%	-4%	i	0%
CCOC(=O)N1CCc2c(sc3c2c(=O)n(Cc2ccccc2)c(=O)n3CC(=O)NCCOC)C1	-1%	-5%	10	-9%	19%	-1%	9%	i	29%
COc1ccc(-c2nn(-c3ccccc3)cc2CO)cc1	-13%	-3%	-27	-1%	1%	35%[activator]	-6%	i	9%
Cc1cc(SCCC(=O)O)nc2c(C)cccc12	-1%	-12%	21	-2%	-1%	-3%	9%	i	-3%
O=C(COc1ccccc1)Nc1ccccc1Oc1ccccc1	-6%	x	2	8%	0%	19%	0%	i	28%
Cc1ccc(C)c(NC(=S)c2nc3ccccc3s2)c1	-8%	-4%	8	-9%	-10%	39%[activator]	-9%	i	u
CCN(CC)S(=O)(=O)c1cccc(NC(=O)CN(C)C2CCCCC2)c1	-6%	4%	11	16%	3%	-15%	-18%	i	1%
COc1ccc(OC)c2sc(NNC(=O)C3COc4ccccc4O3)nc12 (stereo unspecified)	-19%	-14%	-8	u	-14%	-10%	-3%	i	-16%

Single values from the entries so far.
O=C(NN1CC(=O)N(c2cc(Cl)cc(Cl)c2)CC1=O)c1sccc1Cl | KB-3-1 tox = 0%
O=C(Nc1ccc(Cl)c(S(=O)(=O)N2CCCCC2)c1)c1ccco1 | SW480 rerep = -10%
